Screening results (PubChem BioAssay)
AmpC det inh: inhibitors of E. coli AmpC beta-lactamase with detergent. Potency, µM (titrated, usually from 28.7 µM), inactives show top-dose activity change, negative = inhibition. purified AmpC, nitrocefin hydrolysis with detergent. P00811. AID 584. hit rate 0.09% among 71,000; active = well fitted curve in the direction sought with a large enough effect
Target sequence (P00811 whole entry, looked up): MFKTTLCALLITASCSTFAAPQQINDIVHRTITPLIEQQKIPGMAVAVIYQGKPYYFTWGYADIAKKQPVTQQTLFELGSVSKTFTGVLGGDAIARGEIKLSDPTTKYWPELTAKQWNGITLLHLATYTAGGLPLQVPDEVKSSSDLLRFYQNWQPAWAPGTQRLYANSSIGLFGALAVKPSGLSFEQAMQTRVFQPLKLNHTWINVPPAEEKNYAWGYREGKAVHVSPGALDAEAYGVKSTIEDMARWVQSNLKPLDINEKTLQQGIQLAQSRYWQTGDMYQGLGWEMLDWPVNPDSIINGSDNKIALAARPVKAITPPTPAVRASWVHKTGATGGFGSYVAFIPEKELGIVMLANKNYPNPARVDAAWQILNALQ
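E. coli AmpC (5.3 nM) in 20 mM phosphate pH 7.0 with 0.01% Triton X-100, preincubated 15 min RT with compound; nitrocefin (2 uL of 800 uM stock) hydrolysis followed by 480 nm absorbance every 20 s over 4 min.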
The depositor's hits bear a star; [ ] = dose if it differs, or a comment. % is scaled to controls: 0 for no effect and ±100 for the full control effect; potency is read from the fitted curve at half-maximal effect. Only part of the results is shown. The share of hits here may be higher or lower than overall.

SMILES	AmpC det inh
CCOCCn1cnc2sc(C(=O)NCC(=O)OCC)c(C)c2c1=O	-1%
Cc1nn(C)c(C)c1S(=O)(=O)N1CCCC(C(=O)N2CCN(c3ccc(Cl)cc3)CC2)C1 (configuration not stated)	0%
C/C(=N\O)C(C)(C)NC(=O)Nc1ccc(Cl)cc1	0%
CCc1nnc(NS(=O)(=O)c2ccc(NS(=O)(=O)c3ccccc3)cc2)s1	-4%
c1ccc(-c2oc3ncnc(NCCN4CCOCC4)c3c2-c2ccccc2)cc1	-5%
CC(CCc1ccccc1)NC(=O)CSc1nc(N)cc(N)n1 (configuration not stated)	-3%
N#Cc1cccc(NC(=O)CCC2CCCC2)c1	-4%
COc1cc(NC(=O)N2CCOCC2)cc(OC)c1	-3%
COc1ccccc1-n1nnnc1SCC(=O)NC1CCCC1	-3%
Cc1cccc(C2c3c(n(C)c(=O)n(C)c3=O)N=C3c4ccccc4C(=O)C32)c1 (configuration not stated)	-5%
CCC1Oc2ccccc2N(CC(=O)NCCN2CCc3ccccc3C2)C1=O (configuration not stated)	0%
c1ccc(CNc2ncnc3ccc(-c4ccoc4)cc23)cc1	5%
CCCCOc1nc(N)nc(-c2ccccc2)n1	-10%
O=c1cc(-c2ccccc2)oc2cc(O[C@H]3O[C@H](CO)[C@@H](O)[C@H](O)[C@@H]3O)c(O)c(O)c12	-1%
CCC1CCCCN1CCCNC(=O)CC1Oc2ccccc2NC1=O (configuration not stated)	12%
Cc1noc(C)c1C(=O)N1CCC2(CC1)CN(C(=O)Nc1cccc(F)c1)C2	-3%
COc1ccc(CC(=O)Nc2nncs2)cc1OC	-3%
O=C(c1cc2ccccc2o1)c1cccs1	-8%
COc1ccc(NC(=O)CSc2c(C)nn(-c3nnc(C)c(=O)[nH]3)c2C)cc1	-1%
COc1ccc(Cl)cc1NC(=O)CN1CCC(n2nnc3ccccc32)CC1	8%
CCN(CC)C(=O)c1cccc(-c2ccc(OC)cc2)c1	-3%
CCN(c1ccccc1)S(=O)(=O)c1ccc(F)cc1C	-1%
COc1cccc(-c2cn3nc(C)c(C)nc3n2)c1	11%
CC(=O)Nc1ccc(C)cc1	11%
O=C(NC1CCS(=O)(=O)C1)c1cccc(S(=O)(=O)N2CCOCC2)c1 (configuration not stated)	-11%

(continued)
SMILES	AmpC det inh
CCOc1ccc(C(=O)C(c2ccccc2)N2CCOCC2)cc1 (configuration not stated)	-4%
CCCC[C@@H]1C[C@H]1C(NC(=O)c1ccc(C(F)(F)F)cc1)c1ccc(C(=O)OC)cc1 (some centres not stated)	20%
Cc1nc2nc(-c3ccco3)nn2c(C)c1Cl	-4%
CC(C)=C(C#N)c1nc2ccccc2s1	19%
CC1CCCCN1c1nnc(NC(=O)Cn2c(=O)oc3ccccc32)s1 (configuration not stated)	5%
CCOc1ccccc1-c1nc(-c2cc3ccccc3nc2OC)no1	-2%
Cc1cnc(C(=O)Nc2cccc(-c3nnc4n3CCCCC4)c2)cn1	9%
CCn1cc(C(=O)Nc2cccc(C(=O)OC)c2)c(=O)c2ccc(C)nc21	12%
O=C(NCCN1CCOCC1)c1cc(S(=O)(=O)NCCCN2CCCC2=O)ccc1Cl	6%
CCCc1cc(C(=O)Nc2sc(C)c(C)c2C(=O)OCC)no1	21%
OC1CCCCC1	9%
COc1ccc(NC(=O)CN2CC(c3ccccc3)CC2=O)cc1OC (configuration not stated)	13%
COc1ccccc1N1CCN(CCCNc2c(C)c(=O)n(C)c(=O)n2C)CC1	21%
C=CCn1c(Sc2nncn2C)nc2c1c(=O)[nH]c(=O)n2C	2%
Cc1ccccc1C1CC(c2ccccc2)Nc2ncnn21 (configuration not stated)	10%
CCCCCn1c(N2CCOCC2)nc2c1c(=O)n(CC(N)=O)c(=O)n2C	10%
CCc1ccc(C2=Nn3c(nnc3-c3cccs3)SC2)cc1	-4%
CC(C)(C)n1nnnc1C(c1ccc(C#N)cc1)N1CCCC2(CCCCC2)C1 (configuration not stated)	7%
COc1cc2c(cc1OC)-c1cc(NCc3ccccn3)nc(=O)n1CC2	10%
CCC(C)N1C(=O)NC(=O)C2(Cc3cc(C)ccc3N(C)C2)C1=O (configuration not stated)	0%
CC(=NCCC1=CCCCC1)c1c(O)[nH]c(=O)[nH]c1=O	-2%
Cc1cc(C)n(-c2ncc(-c3ccccc3)nn2)n1	11%
O=S(=O)(c1ccc2nc(Cc3ccccc3)[nH]c2c1)N1CCOCC1	-4%
CC(=O)c1sc(Nc2ccccn2)nc1C	-6%
Cc1ccc(S(=O)(=O)c2nc(-c3ccccc3)oc2NCCN2CCOCC2)cc1	-5%

Of the compounds above, these have a cyano group:
SMILES	AmpC det inh
N#Cc1cccc(NC(=O)CCC2CCCC2)c1	-4%
CC(C)=C(C#N)c1nc2ccccc2s1	19%
CC(C)(C)n1nnnc1C(c1ccc(C#N)cc1)N1CCCC2(CCCCC2)C1 (configuration not stated)	7%

More results
SMILES	AmpC det inh
Cc1cc(C)n(-c2ccc(C(=O)NCc3cccs3)cc2)n1	-3%
CCOc1ccc(C2c3c(oc4cc(C)c(C)cc4c3=O)C(=O)N2CCCN(C)C)cc1OC (configuration not stated)	8%
COc1ccc(C2C(C(=O)O)c3ccccc3C(=O)N2C)cc1Br (configuration not stated)	-7%
C/C(Cl)=C\Cn1c(NCCc2ccccc2)nc2c1c(=O)n(C)c(=O)n2C	1%
COc1ccc(-n2c(N)c(C(=O)NCC3CCCO3)sc2=S)cc1 (configuration not stated)	-4%
CC1(C)CC(=O)c2cc(C(=O)NC3CCSC3=O)c(=O)n(-c3ccccc3)c2C1 (configuration not stated)	-4%
Cc1cc(-n2c(C)cc(C(=O)CSc3ccc4c(c3)OCCO4)c2C)no1	-2%
NC[C@@H]1O[C@@H](O[C@H]2[C@H](O)[C@H](O[C@@H]3O[C@H](CO)[C@@H](O)[C@H](N)[C@@H]3O)[C@@H](N)C[C@H]2N)[C@H](N)C[C@@H]1O	-2%[12.8 µM]
CNC(=O)CSCCn1c(SCC(=O)NC)nc2ccccc2c1=O	-6%
CC(c1ccccc1)C1CC(=O)N(Cc2ccco2)C1=O (configuration not stated)	-7%
C=C(C)COc1ccc(-c2n[nH]c(C)c2Oc2ccccc2OC)c(O)c1	6%
Cc1cc(C)nc(N2CCCC(C(=O)Nc3nnc(C)s3)C2)n1 (configuration not stated)	-3%
Cc1oc(C)c2c(=O)ccc3c(c12)OC(N)=C(C#N)C3c1ccccc1 (configuration not stated)	-4%
CCOc1ccccc1C(=O)NCC(=O)OCC(=O)NCCc1ccc(S(N)(=O)=O)cc1	-2%
Cc1ccccc1-n1c(Cn2c(=O)sc3ccccc32)nnc1SC(C)C	5%
COc1cc2[nH]c3c(=O)n(CCN4CCCCC4)cnc3c2cc1OC	-2%
Cc1ccc2cccc(OC(=O)N3CCCC3)c2n1	-3%
O=C(c1csc2c1CCCC2)N1CCCCC1	8%
Cc1ccc(S(=O)(=O)N(CC(=O)O)Cc2ccccc2)cc1	-2%
CCCCNC(=O)CCn1c(=O)c2ccccc2n(CC(=O)N2CC(C)CC(C)C2)c1=O (configuration not stated)	-1%
CCN1CCC[C@@H]1CNC(=O)c1c(O)c(Cl)cc(Cl)c1OC	-2%
Cc1ccc(N2C(=O)C3C4C=CC(C4)C3C2=O)cc1 (configuration not stated)	-1%
Cc1ccc(NC(=O)CN(C)S(=O)(=O)c2cnc[nH]2)cc1C	8%
CCCN1CCC[C@@H]2Cc3[nH]ncc3C[C@H]21	-5%
CC(C)(C)C1CCC2(CC1)CCN(CCCN1CCOCC1)CC2	-4%[5.75 µM]

Laid out differently: results already given
CCOc1ccccc1C(=O)NCC(=O)OCC(=O)NCCc1ccc(S(N)(=O)=O)cc1
  AmpC det inh: -2%

COc1ccccc1-n1nnnc1SCC(=O)NC1CCCC1
  AmpC det inh: -3%

The results go on.
SMILES	AmpC det inh
Cc1c(C(=O)Nc2ccc(C(=O)O)cc2)cnn1C	9%
Cc1nnc(SCC(=O)N2CCN(Cc3ccccc3)CC2)s1	1%
CC(=O)Nc1c(C(=O)c2ccc(F)cc2)oc2ccccc12	11%
COc1ccc(Oc2ncc3nc(-c4cc(F)cc(F)c4)c(=O)n(C)c3n2)cc1	-4%
Cc1ccccc1-c1nnn(CC(=O)NCc2ccc3c(c2)OCO3)n1	7%
O=C(Nc1ccccc1)N(Cc1cccnc1)Cc1ccco1	-3%
COc1cccc(Cn2c(=O)c(-c3ccccc3)nc3cnc(N4CCNCC4)nc32)c1	-1%
CCCc1nc(SCC(=O)Nc2ccccc2OC)c2c(=O)n(C)c(=O)n(C)c2n1	13%
c1cncc(CNCCN2CCNCC2)c1	-6%[5.75 µM]
COC(=O)C1C2C=CC3(CN(c4ccc(Cl)c(F)c4)C(=O)C13)O2 (configuration not stated)	18%
O=C(CSc1nnc(-c2ccco2)n1Cc1ccccc1)NC(=O)NCc1ccco1	-3%
Cc1cc(OCC(=O)N2CCCC2)ccc1Cl	-1%
O=C(CSc1nnnn1-c1ccc2c(c1)OCCO2)OC1CCCCC1	10%
Cc1nc2ccc(F)cc2cc1C(=O)NC(C)C	-1%
O=C(O)c1cn(-c2ccccc2)nc1-c1ccncc1	-8%
OCCN(Cc1ccccc1)Cc1ccccc1F	-1%
COc1ccc(OC(C)C(=O)Nc2cccc(OC)c2)cc1 (configuration not stated)	7%
Cc1ccc2nsnc2c1S(=O)(=O)NCc1ccc2c(c1)OCO2	1%
CC(C)n1c(N2CCN(C(=O)NCc3ccccc3)CC2)nc2ccccc21	-6%
CCOC(=O)N1CCN(C(=O)c2ccccc2-c2ccccc2)CC1	-2%
CCOC(=O)CSc1nnc(-c2ccccc2OC)o1	-3%
Cc1nc2[nH]onc2c2nccc(=O)c12	-8%
Cc1nn(Cc2ccc(F)cc2)c(C)c1NC(=O)c1cnn2cccnc12	-1%
CCOC(=O)C(C)Oc1cccc2c(=O)n(CC(=O)Nc3ccc4c(c3)OCCO4)ccc12 (configuration not stated)	9%
O=C(CSCc1ccccc1Cl)N1CCN(c2ccccn2)CC1	-4%

Ordered by molar mass (highest first): seven of the compounds above.
SMILES	AmpC det inh
CCOC(=O)C(C)Oc1cccc2c(=O)n(CC(=O)Nc3ccc4c(c3)OCCO4)ccc12 (configuration not stated)	9%
CC(C)n1c(N2CCN(C(=O)NCc3ccccc3)CC2)nc2ccccc21	-6%
O=C(CSc1nnnn1-c1ccc2c(c1)OCCO2)OC1CCCCC1	10%
O=C(CSCc1ccccc1Cl)N1CCN(c2ccccn2)CC1	-4%
Cc1nnc(SCC(=O)N2CCN(Cc3ccccc3)CC2)s1	1%
COC(=O)C1C2C=CC3(CN(c4ccc(Cl)c(F)c4)C(=O)C13)O2 (configuration not stated)	18%
COc1ccc(OC(C)C(=O)Nc2cccc(OC)c2)cc1 (configuration not stated)	7%

Carrying on:
SMILES	AmpC det inh
CCOc1nc(-c2ccc(OC)cc2)ccc1-c1noc(-c2ccncc2)n1	0%
Cc1cc2nc(C3CCN(CC4COc5ccccc5O4)CC3)[nH]c2cc1C (configuration not stated)	1%
Cc1cc(Oc2ccc(-c3ccccc3)cc2)nc(N2CCOCC2)n1	12%
Cc1cc(C)nc(SCC(=O)Nc2ccc(Br)cn2)n1	0%
COc1ncc2ncc(=O)n(Cc3cccs3)c2n1	3%
O=C(Cn1c(=O)oc2cc(S(=O)(=O)N3CCCC3)ccc21)NC1CCCc2ccccc21 (configuration not stated)	12%
NC1=NC(c2ccc(F)cc2)n2c(nc3ccccc32)N1 (configuration not stated)	8%
COc1ccc(C2CC(=O)C3=C(C2)Nc2ncnn2C3c2ccccc2C)c(OC)c1 (configuration not stated)	-2%
CC(=O)N=C1SC2CS(=O)(=O)CC2N1c1ccccc1Cl (configuration not stated)	-4%
COCC(=O)N1CCC2(CC1)CCN(c1ccc(-c3ccccc3)cc1)CC2	-2%
O=C(NCCN1CCc2ccccc2C1)Nc1ccc(F)cc1	5%
O=C(C1CC(c2ccccc2O)=NO1)N1CCCC1 (configuration not stated)	16%
CCS(=O)(=O)N1CCC(C(=O)NCc2ccc(F)cc2Cl)CC1	0%
C[C@H](N)CN1CCc2ccc(Br)cc21	1%
COC(=O)[C@@]1(Cc2ccc(OC)cc2)[C@H]2c3cc(C(=O)N4CCCC4)n(CCF)c3C[C@H]2CN1C(=O)c1ccccc1	-1%
CCC[C@H](Sc1nc(N)nc2nc[nH]c12)C(=O)O	-3%[5.75 µM]
CN1CCN(c2ncnc3ccc(-c4ccoc4)cc23)CC1	6%
CCOCCCn1c(=S)[nH]c2cc(C(=O)NCCOC)ccc2c1=O	-1%
Cc1ccc(N2CCN(C(=O)N3CCCC3)CC2)cc1Cl	-2%
C/C=C/C=[N+](\[O-])C(C)/C(=N/O)c1ccc(F)cc1 (configuration not stated)	8%
Oc1ccccc1-c1cc(C(F)(F)C(F)F)nc(-c2ccccc2)n1	6%
CSc1nc(NC2CCCC2)c([N+](=O)[O-])c(NC2CCCC2)n1	2%
Cc1cccc2cc(CN(CC3CCCO3)C(=O)c3cccnc3)c3nnnn3c12 (configuration not stated)	-6%
Cc1c(NC(=O)Nc2ccc3c(c2)OCO3)c(=O)n(-c2ccccc2)n1C	-3%
O=C(COc1ccccc1Cl)Nc1ccc(Cl)cn1	14%

(listing goes on)
SMILES	AmpC det inh
O=C=Nc1ccc(Cl)c(Cl)c1	13%
Cc1ccccc1OCC(O)Cn1c(=N)n(CCN2CCOCC2)c2ccccc21 (configuration not stated)	8%
NC(=O)C1(N2CCCCC2)CCN(C(=O)CSc2nc3ccccc3o2)CC1	-3%
COC(=O)C1C(=O)C2=C(CC1C)NC(C)=C(C(=O)OC1CCCCC1)C2c1ccc(N(C)C)cc1 (configuration not stated)	-3%
CCOC(=O)N1CCC(Nc2nc3ccccc3n3nnnc23)CC1	12%
COc1ccccc1C(=O)Nc1ccccc1SC	9%

In the list so far, two contain a tert-butyl group.
SMILES	AmpC det inh
CC(C)(C)n1nnnc1C(c1ccc(C#N)cc1)N1CCCC2(CCCCC2)C1 (configuration not stated)	7%
CC(C)(C)C1CCC2(CC1)CCN(CCCN1CCOCC1)CC2	-4%[5.75 µM]
